S1P4 agonist = activates the human S1P4 receptor; O95977; S1P4-expressing cell line, agonist reporter assay; activation, % at 4.98 µM; 220,000 compounds, 0.35% hits; in the data active = activation above about 11%;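 also: 0% = DMSO vehicle and 100% = reference agonist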
Target sequence (O95977 whole entry, looked up): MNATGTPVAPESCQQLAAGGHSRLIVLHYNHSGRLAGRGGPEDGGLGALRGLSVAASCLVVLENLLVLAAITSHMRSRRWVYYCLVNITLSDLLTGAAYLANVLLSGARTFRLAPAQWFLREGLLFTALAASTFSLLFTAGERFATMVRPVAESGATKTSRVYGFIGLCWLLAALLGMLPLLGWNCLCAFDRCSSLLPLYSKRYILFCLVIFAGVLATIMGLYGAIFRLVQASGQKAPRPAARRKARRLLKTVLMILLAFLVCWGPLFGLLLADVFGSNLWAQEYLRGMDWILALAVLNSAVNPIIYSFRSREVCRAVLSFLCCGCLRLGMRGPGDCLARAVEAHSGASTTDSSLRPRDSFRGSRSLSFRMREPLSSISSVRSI
Calpain2 inh = calpain II (pig) inhibition; purified calpain II, fluorogenic peptide substrate, 30 min; inhibition, % at 16 µM; 220,000 compounds, 0.37% hits; AID 1236;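 active = inhibition above about 50%, limit read from the data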
TRPN1 ag = activates the zebrafish TRPN1 channel; HEK293 zebrafish TRPN1-YFP, Fluo-8 calcium fluorescence; 100% = response to 87 µM carbachol; activation, % at 3 µM; 220,000 compounds, 0.18% hits;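 active = activation above its plate's cutoff, the mean activation of test wells on that plate plus 3 SD, cut at about 19% in these data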;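 also: 0% = DMSO alone and 100% = 87 µM carbachol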
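Material – zebrafish TRPN1-YFP in HEK293 cells · Doses – 3 µM single point · Schedule – dye 1 h 37 °C plus 30 min RT · Signal – Fluo-8 calcium fluorescence, excitation 470-495 nm, emission 515-575 nm · Read-out – % activation versus carbachol response · Control set – carbachol high, DMSO low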
Ba/F3 V617F tox = lowers viability of Ba/F3 cells expressing EpoR and JAK2V617F; ATP luminescence; inhibition, % at 5.6 µM; 220,000 compounds, 1.1% hits;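 active = inhibition above the campaign mean plus 3 SD over all tested compounds, cut at about 24% in these data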;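 also: cytokine-independent growth of Ba/F3 cells driven by EpoR plus mutant JAK2; 0% = DMSO-treated cells and 100% = JAK inhibitor I control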
S1P4 antag = human S1P4 receptor antagonism. O95977. S1P4-expressing cells, antagonist mode, reporter read-out. inhibition, % at 4.98 µM. 220,000 compounds, 0.26% hits; in the data active = inhibition above about 29%;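 also: 0% = wells stimulated with agonist and 100% = vehicle wells without agonist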
BaF3 parental = parental Ba/F3 viability inhibition as JAK2V617F counter-screen; CellTiter-Glo ATP luminescence; inhibition, % at 5.6 µM; 220,000 compounds, 1.1% hits; AID 1486;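 active = inhibition above a per-campaign cutoff, the mean inhibition of all tested compounds plus 3 SD, cut at about 27% in these data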;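 also: 0% = DMSO wells and 100% = JAK Inhibitor I control wells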
EP2 mod = EP2 receptor (human) modulation | P43116 | EP2-expressing cells, cAMP HTRF FRET, PGE2 co-stimulation | induction, % at 25 µM | 260,000 compounds, 0.83% hits | AID 940;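 active = compounds whose cAMP rise, as percent of the full-agonist control response, exceeds 60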;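 also: rat C6 glioma line stably carrying human EP2 under a CMV promoter; the protocol text gives 20 µM as final concentration; 100% = response of wells given 1 µM PGE2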
Target sequence (P43116 whole entry, looked up): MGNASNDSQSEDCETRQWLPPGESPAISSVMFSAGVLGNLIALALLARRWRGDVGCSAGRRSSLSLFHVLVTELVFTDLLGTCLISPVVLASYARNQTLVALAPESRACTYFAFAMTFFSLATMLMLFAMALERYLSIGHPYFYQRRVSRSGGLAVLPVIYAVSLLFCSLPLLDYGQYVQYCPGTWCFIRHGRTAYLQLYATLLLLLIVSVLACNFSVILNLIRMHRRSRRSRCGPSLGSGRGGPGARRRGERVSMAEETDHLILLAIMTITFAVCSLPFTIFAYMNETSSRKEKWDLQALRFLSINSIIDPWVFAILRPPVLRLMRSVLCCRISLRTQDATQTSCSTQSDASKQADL
TRPML3 ag = agonists of human TRPML3 channel | activation, % at 3 µM | Q8TDD5 | AID 1448 | HEK293 TRPML3-YFP, Fluo-8 calcium fluorescence; 100% = the carbachol control signal | 220,000 compounds, 0.29% hits;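 active = activation above its plate's cutoff, the mean activation of the plate's test wells plus 3 SD, cut at about 12% in these data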;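 also: 0% = DMSO only wells and 100% = carbachol wells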
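Test system: HEK293 cells stably carrying human TRPML3-YFP; Doses: single dose, 3 µM final nominal compound, 0.3% DMSO final; Schedule: dye loading 1 h 37 °C then 30 min ambient, 125 s read; Technique: Fluo-8 calcium fluorescence; Benchmarks: high control carbachol 87 µM, low control DMSO.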
PERK inhibitor = inhibitors of human PERK kinase; inhibition, % at 5.6 µM; 220,000 compounds, 0.17% hits; CHO PERK-DD fusion, SEAP luminescence translation reporter;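 active = inhibition above the mean inhibition of all tested compounds plus 3 SD, set separately per screening campaign, cut at about 2.9% in these data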;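 also: PERK kinase domain activated by AP20187 dimerizer at 100 nM; 0% = DMSO with dimerizer and 100% = rapamycin at 8.4 µM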
The depositor's hits bear a star; . = not tested or not shown; & = joins results of further samples.

SMILES,S1P4 agonist,Calpain2 inh,TRPN1 ag,Ba/F3 V617F tox,S1P4 antag,BaF3 parental,EP2 mod,TRPML3 ag,PERK inhibitor
CCCCC(=O)NC(NC(=S)N1CCCCCC1)C(Cl)(Cl)Cl (centres undefined),-1.8,5,-1.7,-2,1,5,-4,0.6,0.3
CCOC(=O)c1c(N)c(C#N)c2n1CCCCC2,1.4,5,0.1,-1,-16,2,30,0.1,1.1
CCOC(=O)C1(Cc2cccc(OC)c2)CCCN(C(=O)c2ccccc2C)C1 (centres undefined),1.6,-4,0.1,-2,-20,2,13,-0.1,-2.0
CCOC(=O)c1cc2c(n(-c3ccc(C)cc3)c1=O)CCCC2=O,-0.1,-19,0.3,4,1,8,22,0.3,1.2
CCOC(=O)N1CCC(NC(=O)c2cccc3c2C(=O)N(c2ccc(OC)cc2)C3)CC1,1.4,-202,-1.1,-4,-16,1,10,-0.4,-1.3
N#C/C(=C\c1cccc(Cl)c1)C(=O)c1ccccc1,0.8,-3,2.1,-2,6,-1,-45,1.0,0.5
CCOc1ccc(Br)cc1S(=O)(=O)Nc1ccc(Cl)c(S(=O)(=O)N(CC)c2ccccc2)c1,1.4,23,-1.3,-1,-8,9,1,0.2,-0.5
O=C(N/N=C/c1ccccn1)c1sc2ccccc2c1Cl,1.3,10,0.0,0,8,2,-19,-0.2,0.3
COc1ccc(CC(=O)OCC(=O)Nc2ccc(Cl)cn2)cc1,-1.7,29,-0.1,-2,7,2,-10,-0.1,-0.5
CC(C)(C)c1ccc(/C=C(\C#N)C(=O)NCCN2CCOCC2)cc1,0.9,-28,0.5,-3,7,1,-52,0.5,-0.5
N#Cc1c(N)n(CCCN2CCOCC2)c2nc3ccccc3nc12,2.2,.,-0.5,1,-6,5,.,0.6,-0.9
COc1ccc(C(C)=O)cc1CSc1nnc(-c2ccccc2O)n1-c1ccccc1,1.4,12,-1.6,-2,-18,7,21,-0.7,0.4
Cc1cccc(-n2cc(CN3CCN(c4ccccn4)CC3)c(-c3cccc(F)c3)n2)c1,0.8,18,-1.5,5,-8,3,7,0.7,0.9
CCOC(=O)N1CCN(C(=O)c2ccc3c(=O)n(CC4CCCO4)c(=S)[nH]c3c2)CC1 (centres undefined),0.9,-20,-1.1,-3,-3,-1,5,0.7,-0.2
CCC(=O)NC(=S)Nc1ccc(S(=O)(=O)NC(C)=O)cc1,-0.6,13,0.0,0,-7,3,32,0.6,0.9
CCN(CC)S(=O)(=O)c1ccc(N=Cc2c(C)c(C#N)c(=O)n(C)c2O)cc1,1.8,17,0.9,0,-1,6,7,0.8,1.4
Cc1ccc(-n2[nH]c(C)c(C=Nc3cc(C)ccn3)c2=O)cc1,-1.3,28,-0.3,6,-1,9,-4,0.6,0.4
COc1ccc([N+](=O)[O-])cc1NC(=O)COC(=O)c1ccc(O)cc1,0.5,-7,-0.3,1,-1,1,-19,0.9,2.4
Cc1noc(/C=C/N(C)C)c1S(=O)(=O)N(C)CC(=O)NC1CCCCC1,0.1,8,0.5,-1,1,-3,19,0.4,2.0
O=C(CSc1nnnn1Cc1ccccc1)Nc1ccccc1,0.7,-7,0.2,-1,2,-5,-20,0.1,0.7
O=C(CSc1ccccc1)Nc1ccccc1C(=O)N1CCCC1,0.8,-9,-0.1,1,-5,0,12,0.1,0.1
CCCN1CNC(=S)N(c2cccc(C)c2C)C1,0.6,-16,1.8,-3,-11,-1,8,-0.5,0.6
O=C(N/N=C/c1cccnc1)c1ccccc1[N+](=O)[O-],-1.9,5,2.1,-2,0,4,12,0.4,0.4
COc1cccc(C(=O)Nc2cccc(-c3ccc4nncn4n3)c2)c1OC,-1.2,13,1.8,-4,0,4,-39,0.7,-0.6
O=C(NC1CCCC1)NS(=O)(=O)c1ccccc1Cl,-1.2,17,-0.7,-4,2,7,-40,0.0,2.1
COc1cccc(OCC(O)CN2CCC(CN3C(=O)c4cccc5cccc(c45)C3=O)CC2)c1 (centres undefined),0.9,-33,0.9,10,-20,18,-67,0.9,-0.1
O=P(c1ccccc1)(c1ccccc1)C(c1ccco1)N1CCOCC1 (centres undefined),0.8,-29,-1.5,3,7,5,18,-1.3,-0.9
CCN(C1CCCCC1)S(=O)(=O)c1ccc(OC)c(C)c1,2.3,6,-0.8,1,1,0,44,26*,0.3
CCC(C)(C)NC(=O)C(c1cccs1)N(CC1CCCO1)C(=O)Cn1nnc2ccccc21 (centres undefined),-1.5,11,0.8,-1,-10,3,14,0.6,-0.8
N#CCCn1c(-c2nonc2NC(=O)c2ccccc2Cl)nc2ccccc21,-0.5,-71,-0.3,1,-13,4,1&0,0.6,-0.1
O=C(Cc1noc2ccccc12)Nc1ccc(Cl)cc1,2.6,-8,0.2,1,-9,0,10,-0.6,0.8
COc1ccc(NC(=O)Cn2nnc(C(=O)NCc3ccccc3OC)c2N)cc1Cl,-0.3,-33,-0.6,-3,-23,2,2,-0.4,-0.9
Cc1cccn2c(=O)c(C=Nc3ccc(Cl)cc3)c(NCCO)nc12,-0.3,-113,-0.9,-1,-19,3,7,0.8,0.4
O=C(Nc1nnc(-c2cccnc2)o1)c1cccc([N+](=O)[O-])c1,3.1,-7,0.6,-2,-8,1,13,0.6,1.2
Cc1ccc(OCCOC(=O)Cn2nc(C)c([N+](=O)[O-])c2C)cc1,-1.8,8,0.4,26*,0,8,-9,0.3,0.1
O=C(CCCN1C(=O)c2cccc3cccc(c23)C1=O)N1CCN(c2ncccn2)CC1,0.3,-27,-0.1,0,-2,-3,4,0.4,0.0
Cn1cc(S(=O)(=O)NCc2ccc(Cl)cc2)c(=O)n(C)c1=O,0.0,-16,0.6,3,3,-10,-13,0.9,1.1
Nc1c(C(=O)O)nnn1Cc1ccccc1,2.3,-20,-1.1,1,-5,6,14,0.4,1.5
O=C(C1COc2ccccc2O1)N1CCN(c2ccccc2)CC1 (centres undefined),1.2,6,1.2,-3,-12,1,18,0.4,-0.5
CC(C[N+](C)(C)C)OC(=O)C1(c2ccccc2)CCCC1 (centres undefined),0.3,-8,2.1,-7,-4,-2,21,0.8,0.1
CN(C(=O)C1CCCO1)c1nnc(-c2ccncc2)s1 (centres undefined),0.2,-209,0.9,-3,-5,-1,20,0.2,0.1
COc1ccc(N=CC2=C(O)c3ccccc3C2=O)c(OC)c1,0.1,26,0.6,2,3,2,-14,1.0,-0.5
c1ccc(Cn2c3ccccc3c3nnc(SCCN4CCCCC4)nc32)cc1,-0.2,15,-1.0,-1,-13,-2,-50,0.1,-0.5
CC1=C(C(=O)c2ccccc2)C(c2ccc(OC(F)F)cc2)NC(=S)N1 (centres undefined),-0.8,-21,0.7,-2,-15,2,14,1.0,-0.2
Cn1c(Nn2cnnc2)nc2ccccc21,0.8,-25,0.4,0,-11,3,29&7,1.6,2.8

Limited to EP2 mod and Ba/F3 V617F tox, for 2 of the compounds above:
| SMILES | EP2 mod | Ba/F3 V617F tox |
| --- | --- | --- |
| O=C(NC1CCCC1)NS(=O)(=O)c1ccccc1Cl | -40 | -4 |
| COc1cccc(OCC(O)CN2CCC(CN3C(=O)c4cccc5cccc(c45)C3=O)CC2)c1 (centres undefined) | -67 | 10 |

Going on with the list.
SMILES,S1P4 agonist,Calpain2 inh,TRPN1 ag,Ba/F3 V617F tox,S1P4 antag,BaF3 parental,EP2 mod,TRPML3 ag,PERK inhibitor
Cc1cc(NC(=O)COC(=O)CSc2nc3cc(Cl)ccc3n2Cc2ccccc2)no1,-0.5,-10,1.7,1,0,4,21,-0.7,0.2
CC(=O)Nc1ccc(NC(=O)Cn2c(-c3ccc(F)cc3)cnc2SCC(=O)Nc2c(C)cccc2C)cc1,2.1,18,-0.2,-5,0,-2,-24,0.2,1.6
CCCC(=O)NC(NC(=S)Nc1ccc(N=Nc2ccccc2)cc1)C(Cl)(Cl)Cl (centres undefined),-0.1,6,0.8,1,-12,4,3,0.2,0.8
Cc1cc(C)n(-c2nc3ccccc3nc2Nc2ccc3c(c2)OCO3)n1,0.7,2,0.0,-2,1,3,52,0.2,-0.1
CC1CCCC(NC(=O)CSc2ncccc2C(=O)O)C1C (centres undefined),-0.7,5,-0.4,-4,-28,3,26,-0.4,-0.4
O=c1nc(N2CCCC2)nc(Nc2ccccc2)[nH]1,-0.6,-34,-1.1,2,-2,9,-3,1.2,-0.9
CC1CCCN(Cc2c(O)ccc3c4c(c(=O)oc23)CCCC4)C1 (centres undefined),2.7,-5,-0.1,0,-1,-1,-18,-0.5,-1.3
O=C(Cc1ccccc1)Nc1ccc(-c2nnc(-c3ccco3)o2)cc1,-4.2,-27,0.3,4,-2,6,44,-0.7,-1.3
Cn1c(=NC(=O)C2CC2)sc2cc(F)cc(F)c21,-0.2,6,-2.0,-3,-12,6,9,-0.3,1.4
CCN1CCN(C(=O)c2ccc(OCC(=O)Nc3ccc(F)cc3)c(OC)c2)CC1,-1.9,12,0.4,0,-11,-2,-28,0.2,0.6
FC(F)(F)c1ccc(Sc2nnc(-c3cccs3)n2CC2CCCO2)nc1 (centres undefined),-0.6,4,-0.8,-1,-5,1,2,0.2,-0.5
CCn1c(C)nc2cc(C(=O)N/N=C/c3ccc(O)cc3)ccc21,0.6,1,1.1,-3,-24,3,22,1.0,1.3
CC12CCC(C/C1=N/O)C2(C)CBr (centres undefined),0.3,-10,1.0,-2,-3,-5,9,1.0,0.4
CCn1c(SCC(=O)Nc2cc(C)on2)nnc1-c1ccco1,2.6,-8,0.2,-2,6,4,2,0.4,1.3
COCCCNC(=O)[C@H](CSCc1ccccc1)N1Cc2ccccc2C1=O,-0.1,-6,1.3,-5,-12,-3,16,-0.3,-0.1
O=C1NC(NS(=O)(=O)c2ccc(Cl)cc2)(C(F)(F)F)C(=O)N1CCc1ccccc1 (centres undefined),1.5,-5,-0.1,-5,-20,3,15,0.3,1.3
CCN(CC)CC(=O)NCc1cc(-c2ccc(OC)cc2)no1,0.1,-1,1.0,5,4,7,14,0.5,-0.7
CCCCC(=O)Nc1ccc2c(c1)nc(CCN1CCN(C)CC1)n2C,0.5,-18,1.6,-4,-14,1,15,0.2,0.9
COc1ccc(OC)c(-c2csc3nnc(SCC(=O)Nc4ccc(NC(C)=O)cc4)n23)c1,-1.4,36,0.4,2,8,7,-6,-0.2,1.2
O=C(CSc1nnc(CCc2nc3ccccc3[nH]2)n1-c1ccccc1)NCc1ccco1,-1.6,-1,-1.6,-4,-5,2,22&-16,-0.2,-0.1
O=C1/C(=C/c2ccncc2)SC(=S)N1C1CCCCC1,0.6,19,-0.7,-3,2,-1,-4,0.2,0.8
CCC(CC)c1nnc(NC(=O)c2nc3nc(C)cc(C)n3n2)s1,1.2,-37,1.2,-2,1,3,25,0.3,0.8
CC1=C(C#N)C(/C=N/OCc2ccc(Cl)cc2)CC(=O)N1 (centres undefined),1.5,-50,1.6,0,-33,4,-30,1.1,1.3
CCOC(=O)C1=C(C)Nc2nc(=S)[nH]n2C1c1ccc(Cl)cc1 (centres undefined),0.9,-1,0.3,2,-49,11,-16,0.0,-0.1

Screening data as filed in PubChem BioAssay.
